Screening data deposited in PubChem BioAssay by National Center for Advancing Translational Sciences (NCATS).
Pin1 inh: human Pin1 inhibition | Pin1 FP peptide displacement, HiFluor488, 10 min | Potency, µM (doses to about 115 µM), without a hit: at the top dose activity, negative = inhibition, actives largely listed as inhibitors | hit rate 0.009% among 390,000 | AID 504891; active = well fitted inhibition curve with a large enough effect in the polarisation, with a control signal flat, not every such curve was filed as active; inconclusive = small, poorly fitted or top-dose-only effect, or effect the other way, or a change in a side signal; inactive = no such curve, though single readings can be large or run the other way; the % refers to the polarisation; note: potency is the fitted concentration of half-maximal effect; % is set by controls: 0 for no effect and ±100 for the full control effect
HP1b chromo inh: blocks HP1-beta chromodomain binding to methylated histone tails; AlphaScreen HP1-beta / biotin-H3K9me3 peptide binding; Potency, µM (titrated, usually from 114 µM), inactives show top-dose activity change, negative = inhibition, most hits filed as inhibitors; hit rate 0.56% among 390,000; note: potency is the fitted concentration of half-maximal effect; nearly all actives have a fitted effect of over 70% in size; inactives centre near 23
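AlphaScreen: HP1-beta (50 nM) preformed 30 min with biotin-H3(1-18)K9me3 peptide (50 nM) in PBS pH 7.4, 0.01% Tween-20. Compound added for 30 min at RT, then streptavidin donor/nickel chelate acceptor beads (10 ug/mL) for 30 min.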
POLH inh: DNA polymerase eta (human) inhibition; Q9Y253; recombinant Pol eta, fluorescent DNA replication assay; hit rate 1.2% among 390,000; AID 588591; Potency, µM (series often up to 114 µM), for inactives: at the top dose activity change, negative = inhibition, most hits filed as inhibitors; note: potency is the fitted concentration of half-maximal effect; % is set by controls: 0 for no effect and ±100 for the full control effect
Target sequence (Q9Y253 whole entry, looked up): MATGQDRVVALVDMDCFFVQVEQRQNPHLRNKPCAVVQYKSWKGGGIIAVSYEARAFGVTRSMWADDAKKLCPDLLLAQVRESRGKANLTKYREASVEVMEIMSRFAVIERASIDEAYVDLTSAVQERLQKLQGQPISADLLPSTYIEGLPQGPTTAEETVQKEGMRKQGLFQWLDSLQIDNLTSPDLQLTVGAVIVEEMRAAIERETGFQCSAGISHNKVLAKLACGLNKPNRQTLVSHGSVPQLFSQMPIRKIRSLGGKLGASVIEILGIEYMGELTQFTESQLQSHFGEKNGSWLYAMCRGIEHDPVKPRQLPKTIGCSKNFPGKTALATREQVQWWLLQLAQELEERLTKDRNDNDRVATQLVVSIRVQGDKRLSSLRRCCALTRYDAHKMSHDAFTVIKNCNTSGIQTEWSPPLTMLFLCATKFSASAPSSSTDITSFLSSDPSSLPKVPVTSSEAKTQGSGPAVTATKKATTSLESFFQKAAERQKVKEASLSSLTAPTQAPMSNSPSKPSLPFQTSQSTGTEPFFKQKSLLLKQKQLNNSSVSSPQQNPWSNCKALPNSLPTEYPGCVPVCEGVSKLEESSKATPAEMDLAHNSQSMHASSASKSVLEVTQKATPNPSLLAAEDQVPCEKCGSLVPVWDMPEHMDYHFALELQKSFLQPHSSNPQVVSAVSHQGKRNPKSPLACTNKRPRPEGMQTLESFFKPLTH
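Pol eta (10 nM) was preincubated with compounds for 15 min at room temperature, after which fluorescent replication substrate (50 nM final) was added to start the reaction. Fluorescence was read kinetically at 0 and 10 min.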
G9a inh: blocks human histone lysine methyltransferase G9a | Q96KQ7 | G9a H3K9 monomethylation, AlphaScreen, 2 h | Potency, µM (top dose mostly 102 µM), without a hit: at the top dose activity, negative = inhibition, usual class: inhibitors | hit rate 8.8% among 350,000; note: potency is the fitted concentration of half-maximal effect; % is set by controls: 0 for no effect and ±100 for the full control effect; nearly all actives have a fitted effect of over 75% in size
Target sequence (Q96KQ7 913-1193 limits assumed): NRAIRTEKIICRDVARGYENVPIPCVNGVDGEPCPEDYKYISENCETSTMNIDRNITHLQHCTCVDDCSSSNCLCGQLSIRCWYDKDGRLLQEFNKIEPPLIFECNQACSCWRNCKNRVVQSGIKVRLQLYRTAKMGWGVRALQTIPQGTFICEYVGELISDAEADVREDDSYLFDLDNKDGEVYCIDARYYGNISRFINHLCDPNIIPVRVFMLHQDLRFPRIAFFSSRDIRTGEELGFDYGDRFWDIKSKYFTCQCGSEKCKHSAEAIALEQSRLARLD
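Methyltransferase reactions run at room temperature for 2 h (20 nM enzyme, 500 nM biotin-H3K9 peptide, 20 uM SAM) after a 15 min compound preincubation; product detected by AlphaScreen beads and anti-H3K9me1 antibody.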
BAZ2B block: BAZ2B (human) inhibition. Q9UIF8. AlphaScreen BAZ2B-H3K14Ac peptide displacement. Potency, µM (highest dose often 114 µM), inactives show top-dose activity change, negative = inhibition, hits mostly inhibitors. hit rate 4.4% among 360,000. AID 504333; note: potency is the fitted concentration of half-maximal effect; % is set by controls: 0 for no effect and ±100 for the full control effect; nearly all actives have a fitted effect of over 60% in size
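AlphaScreen luminescence quantifies BAZ2B engagement of H3K14Ac peptide; the protein and biotinylated peptide are both at 50 nM final, buffer PBS pH 7.4 with 0.01% Tween-20, all steps at room temperature.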
GLS inh: glutaminase GLS (human) inhibition | GLS enzymatic activity, qHTS titration | AID 624170 | Potency, µM (doses to about 45.5 µM), for inactives: at the top dose activity change, negative = inhibition, usual class: inhibitors | hit rate 0.21% among 410,000; note: potency is the fitted concentration of half-maximal effect; % is set by controls: 0 for no effect and ±100 for the full control effect
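Enzyme dispensed in phosphate buffer (45 mM, pH 8.2, 0.02% Tween-20), compounds pinned in, then 1 mM L-glutamine solution and the glutamate oxidase–HRP–Amplex Red mix added; fluorescence read immediately and again after 30 min at room temperature.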
Tb PGK inh: T. brucei PGK inhibition. PGK/GAPDH coupled, Kinase-Glo luminescence, 60 min. Potency, µM (top dose mostly 57.5 µM), without a hit: top-dose activity change, negative = inhibition, usual class: inhibitors. hit rate 0.043% among 380,000. P07378; note: potency is the fitted concentration of half-maximal effect; % is set by controls: 0 for no effect and ±100 for the full control effect; nearly all actives have a fitted effect of over 60% in size
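Recombinant glycosomal PGK reaction used 1,3-bisphosphoglycerate generated in-well by GAPDH (100nM final) in 100mM TEA pH 7.6, 5mM MgCl2, 0.01% Tween-20. After 60 minutes at room temperature, ATP was read by Kinase-Glo Plus luminescence end-point.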
PI4K2A block: blocks human PI4K2A kinase activity | Q9BTU6 | purified PI4K2A, ADP-Glo luminescence, 1 h; active compounds read low | activity change, negative = inhibition, % at 76.9 µM | hit rate 0.13% among 420,000 | AID 1346378; in the data active = activity change below about -50%; inconclusive = mostly about -30% to -49%;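 note: -100% = wells without enzyme as full effect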
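PI4K2A activity was measured by ADP-Glo luminescence: enzyme (4 ug/mL stock) and phosphatidylinositol (1.2 mM stock) in Tris pH 7.5/MgCl2/EGTA/Triton X-100 buffer were reacted with ATP (300 microM stock) for one hour at ambient temperature.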
JMJD2A Tudor inh: inhibitors of human JMJD2A Tudor domain. AlphaScreen JMJD2A-Tudor / H3K4me3 peptide binding. Potency, µM (doses to about 114 µM), for inactives: at the highest dose activity change, negative = inhibition, most hits filed as inhibitors. hit rate 4.4% among 390,000. AID 504339; note: potency is the fitted concentration of half-maximal effect; % is set by controls: 0 for no effect and ±100 for the full control effect; nearly all actives have a fitted effect of over 50% in size
* = called active by the depositor; & = joins results of further samples; [ ] = another dose, or the depositor's remark. Unless noted, calls come from the whole dose curve; as a rule, active = well fitted curve in the direction sought with a large enough effect; inconclusive = small, poorly fitted or top-dose-only effect, or another doubt; inactive = no such curve, though single readings can be large; an effect the other way counts as inactive or inconclusive. The list is partial, so the mix of outcomes need not match the whole.

What do the screens show for `CC(=O)Nc1ccc2nc(-c3ccccn3)[nH]c2c1`?
Pin1 inh: 0%; HP1b chromo inh: 12%; POLH inh: -8%; G9a inh: inconclusive; BAZ2B block: inconclusive; GLS inh: 6%; Tb PGK inh: 2%; PI4K2A block: -17; JMJD2A Tudor inh: 56µM*

Results for Cc1ccc(Cl)cc1N1CCN(C(=O)c2cn(C)c3ccc(S(=O)(=O)N(C)C4CCCCC4)cc3c2=O)CC1 ?
Pin1 inh: -4%; HP1b chromo inh: 43%[activator]; POLH inh: -13%; G9a inh: 14%[59 µM]; GLS inh: -3%; Tb PGK inh: -9%; PI4K2A block: 5; JMJD2A Tudor inh: -8%

What do the screens show for `CC1C(=O)NN=C1C(=O)N/N=C\C(Br)=C\c1ccccc1` (centres undefined)?
Pin1 inh: 3%; HP1b chromo inh: 3%; POLH inh: -21%; G9a inh: -6%; BAZ2B block: -19%; GLS inh: 6%; Tb PGK inh: 10%; PI4K2A block: -9; JMJD2A Tudor inh: -14%

How did O=C(NCc1ccco1)C1CCCN(S(=O)(=O)c2cnc[nH]2)C1 (centres undefined) do in these assays?
Pin1 inh: -12%; HP1b chromo inh: 31%; POLH inh: -7%; G9a inh: -18%; BAZ2B block: 13%; GLS inh: 3%; Tb PGK inh: 2%; PI4K2A block: -5; JMJD2A Tudor inh: -12%

What do the screens show for `COCc1nc(-c2ccc(-c3ccc(OC)cc3)nc2OC)no1`?
Pin1 inh: 7%; HP1b chromo inh: 34%[activator]; POLH inh: 1%; G9a inh: 3%; BAZ2B block: -1%; GLS inh: -2%; Tb PGK inh: -4%; PI4K2A block: -2; JMJD2A Tudor inh: 4%

Results for CC(C)C(NC(=O)OCc1ccccc1)C(=O)NCC(=O)OC(C)(C)C (centres undefined) ?
Pin1 inh: -9%; HP1b chromo inh: 20%; POLH inh: -19%; G9a inh: -4%; BAZ2B block: 16%; GLS inh: 2%; Tb PGK inh: 8%; PI4K2A block: -4; JMJD2A Tudor inh: -9%

Results for COc1ccccc1Nc1nn2c(=O)c3ccc(C(=O)N4CCCCC4)cc3nc2s1 ?
Pin1 inh: -1%&-1%; HP1b chromo inh: 59%&14%[activator]; POLH inh: -16%&-4%; G9a inh: 37%[activator]; BAZ2B block: -19%&-7%; GLS inh: -3%&-9%; Tb PGK inh: -5%; PI4K2A block: 1&-9; JMJD2A Tudor inh: -18%&-11%

How did CCCCn1cc(S(=O)(=O)c2ccc(OCC)cc2)c(=O)c2cc(OC)c(OC)cc21 do in these assays?
Pin1 inh: -1%; HP1b chromo inh: 33%; POLH inh: -19%; G9a inh: -30%[59 µM]; BAZ2B block: -35%; GLS inh: -4%; Tb PGK inh: 7%; PI4K2A block: -4; JMJD2A Tudor inh: -12%

Results for CCOC(=O)c1sc2ncnc(N3CCN(CC)CC3)c2c1C ?
Pin1 inh: -2%; HP1b chromo inh: 35%; POLH inh: -12%; G9a inh: 1%[59 µM]; BAZ2B block: -13%; GLS inh: -2%; Tb PGK inh: -11%; PI4K2A block: -1; JMJD2A Tudor inh: -4%

How did CCCCN(C(=O)c1ccccc1OCc1ccc(F)cc1)c1c(N)n(CC(C)C)c(=O)[nH]c1=O do in these assays?
Pin1 inh: -1%; HP1b chromo inh: 16%; POLH inh: -10%; BAZ2B block: 1%; GLS inh: -1%; Tb PGK inh: -8%; PI4K2A block: -3; JMJD2A Tudor inh: -1%

Results for CNC(=O)n1cc(C)c(-c2cccs2)n1 ?
Pin1 inh: -4%; HP1b chromo inh: 21%; POLH inh: -15%; BAZ2B block: -9%; GLS inh: 2%; Tb PGK inh: -1%; PI4K2A block: 3; JMJD2A Tudor inh: 8%

Results for COc1ccc(C(=O)c2ccc(OC)c3cccc(O)c23)cc1OC ?
Pin1 inh: inconclusive; HP1b chromo inh: 6%; POLH inh: -23%; G9a inh: 56µM*; BAZ2B block: inconclusive; GLS inh: 17%; Tb PGK inh: 3%; PI4K2A block: -10; JMJD2A Tudor inh: inconclusive

How did Cc1cccc(N(CC(=O)N2CCCC2)S(C)(=O)=O)c1C do in these assays?
POLH inh: 9%; GLS inh: -5%; Tb PGK inh: -7%; PI4K2A block: 4

Results for O=S(=O)(c1ccc(N2CCCCCC2)nc1)N1CCCC1 ?
Pin1 inh: -1%; HP1b chromo inh: 40%[activator]; POLH inh: -21%; G9a inh: 0%; BAZ2B block: -9%; GLS inh: 0%; Tb PGK inh: -1%; PI4K2A block: 3; JMJD2A Tudor inh: 7%

How did CC(=O)NCCc1nc2ccccc2n1CCCCOc1ccc(Cl)cc1 do in these assays?
Pin1 inh: 13%; HP1b chromo inh: 36%; POLH inh: -14%; G9a inh: 1%[59 µM]; BAZ2B block: -9%; GLS inh: 1%; Tb PGK inh: -5%; PI4K2A block: -1; JMJD2A Tudor inh: -7%

Results for Cc1ccc(NC(=S)N=Nc2c(O)n(C)c3ccc(S(=O)(=O)N4CCOCC4)cc23)cc1 ?
Pin1 inh: 2%; HP1b chromo inh: -13%; POLH inh: -18%; G9a inh: inconclusive; BAZ2B block: -13%; GLS inh: 18%; Tb PGK inh: -3%; PI4K2A block: -1; JMJD2A Tudor inh: inconclusive

What do the screens show for `Cc1ccc(C(=O)Nc2ccc(C(=O)O)cc2)cc1S(=O)(=O)N1CCC(C)CC1`?
Pin1 inh: -4%; HP1b chromo inh: 48%[activator]; POLH inh: -11%; G9a inh: 3%[59 µM]; BAZ2B block: -1%; GLS inh: 3%; Tb PGK inh: inactive; PI4K2A block: -1; JMJD2A Tudor inh: 1%

How did Cc1ccc(C)c(NC(=O)CN(C)C(=O)Cn2c(=O)oc3ccccc32)c1 do in these assays?
Pin1 inh: 51%[activator]; HP1b chromo inh: 18%; POLH inh: -11%; G9a inh: -2%[59 µM]; BAZ2B block: 4%; GLS inh: 3%; Tb PGK inh: -10%; PI4K2A block: -5; JMJD2A Tudor inh: -23%

How did COc1cccc(N2C(=O)CC(N3CCc4ccccc43)C2=O)c1 (centres undefined) do in these assays?
Pin1 inh: 5%; HP1b chromo inh: 9%; POLH inh: -20%; G9a inh: -28%[12.7 µM]; BAZ2B block: -5%; GLS inh: 18%; Tb PGK inh: 3%; PI4K2A block: -4; JMJD2A Tudor inh: -23%

What do the screens show for `Cc1ccccc1NC(=O)N1c2ccccc2CC1C` (centres undefined)?
Pin1 inh: 7%; HP1b chromo inh: 6%; POLH inh: -6%; G9a inh: 6%; BAZ2B block: -8%; GLS inh: 5%; Tb PGK inh: 0%; PI4K2A block: -7; JMJD2A Tudor inh: -10%

Results for Cc1ccc(-n2c(SCC(=O)N3CCOCC3)nnc2-c2ccncc2)cc1 ?
Pin1 inh: -1%; HP1b chromo inh: 0%; POLH inh: 0%; G9a inh: -13%; BAZ2B block: 11%; GLS inh: 9%; Tb PGK inh: -6%; PI4K2A block: 6; JMJD2A Tudor inh: -8%

Results for COc1ccc(-c2cc(C)no2)cc1S(=O)(=O)Nc1c(C)cc(C)cc1C ?
Pin1 inh: 22%; HP1b chromo inh: 22%; POLH inh: 10%; G9a inh: -19%[59 µM]; BAZ2B block: -7%; GLS inh: -4%; Tb PGK inh: -5%; PI4K2A block: 2; JMJD2A Tudor inh: -20%

What do the screens show for `CCOC(=O)c1cn2nc(Oc3ccc(C(=O)OC)cc3)ccc2n1`?
Pin1 inh: 1%; HP1b chromo inh: 14%; POLH inh: -4%; BAZ2B block: 11%; GLS inh: 1%; Tb PGK inh: inactive; PI4K2A block: 1; JMJD2A Tudor inh: -8%

What do the screens show for `CN(Cc1ccccc1)C(=O)COC(=O)c1ccc2ccccc2n1`?
Pin1 inh: 6%; HP1b chromo inh: 28%; POLH inh: -21%; G9a inh: -36%; BAZ2B block: -25%; GLS inh: 1%; Tb PGK inh: -4%; PI4K2A block: 9; JMJD2A Tudor inh: -1%

What do the screens show for `O=C(O)CCSc1nnc(-c2ccncc2)n1-c1ccccc1`?
Pin1 inh: -2%; HP1b chromo inh: 21%; POLH inh: -6%; G9a inh: -51%[59 µM]; BAZ2B block: 3%; GLS inh: 1%; Tb PGK inh: -6%; PI4K2A block: 5; JMJD2A Tudor inh: 1%

Results for CCOC(=O)c1nnn(-c2nc(OC)nc(N(C)C)n2)c1-c1ccccc1 ?
Pin1 inh: 1%; HP1b chromo inh: 31%[activator]; POLH inh: -6%; G9a inh: -45%; BAZ2B block: 1%; GLS inh: -2%; Tb PGK inh: 6%; PI4K2A block: -1; JMJD2A Tudor inh: -7%

How did COc1ccc(OC)c(-c2nnc(NC(=O)C(C)Sc3nncn3C)s2)c1 (centres undefined) do in these assays?
Pin1 inh: 10%; HP1b chromo inh: 34%; POLH inh: -3%; G9a inh: 32µM*; BAZ2B block: -5%; GLS inh: 2%; Tb PGK inh: inactive; PI4K2A block: -1; JMJD2A Tudor inh: 1%

Results for CS(=O)(=O)NN1C(=O)c2ccccc2NC1c1ccccc1 (centres undefined) ?
Pin1 inh: 3%; HP1b chromo inh: 0%; POLH inh: -1%; G9a inh: -28%; BAZ2B block: 11%; GLS inh: 1%; Tb PGK inh: 4%; PI4K2A block: -3; JMJD2A Tudor inh: -17%[11.4 µM]
